Screens from PubChem.
PfGluPho inh – PfG6PD (Plasmodium falciparum) enzyme inhibition. PfGluPho enzyme, NADPH resazurin-diaphorase fluorescence. inhibition, % at 20 µM. 350,000 tested, 0.78% active. AID 504690;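 active = inhibition reaching at least a set limit at 20 µM in the primary screen, cut at about 59% in these data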;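 also: 0% = DMSO wells with substrate and 100% = DMSO wells lacking glucose-6-phosphate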
mIAP act – mouse IAP activation; muIAP, CDP-Star luminescence, 30 min; stronger effect = higher value; 1 = vehicle-only enzyme signal, 0 = enzyme-free wells; activation factor at 10 µM; 330,000 tested, 0.24% active; AID 2805;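 active = activation factor of at least 2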; also: the source names both 10 and 20 µM as test concentration; values of inactives mirror those of a sister screen read the other way
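System: mouse IAP enzyme. Reagent: CDP-Star chemiluminescent phosphatase substrate. Benchmarks: DMSO wells, no-enzyme wells. Times: 30 min enzyme-substrate-compound incubation at room temperature. Detection: luminescence from enzymatic CDP-Star hydrolysis. Doses: test compounds delivered from DMSO solution.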
HKDC1 inhibitor – inhibitors of human hexokinase HKDC1. Q2TB90. recombinant HKDC1, G6PDH/diaphorase resazurin coupled fluorescence. inhibition, % at 20 µM. 340,000 tested, 0.16% active;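 active = inhibition above about 35% when tested at 20 µM, limit read from the data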;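 also: plate controls were DMSO wells with enzyme for no effect and DMSO wells lacking enzyme for full effect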
Target sequence (Q2TB90 whole entry, looked up): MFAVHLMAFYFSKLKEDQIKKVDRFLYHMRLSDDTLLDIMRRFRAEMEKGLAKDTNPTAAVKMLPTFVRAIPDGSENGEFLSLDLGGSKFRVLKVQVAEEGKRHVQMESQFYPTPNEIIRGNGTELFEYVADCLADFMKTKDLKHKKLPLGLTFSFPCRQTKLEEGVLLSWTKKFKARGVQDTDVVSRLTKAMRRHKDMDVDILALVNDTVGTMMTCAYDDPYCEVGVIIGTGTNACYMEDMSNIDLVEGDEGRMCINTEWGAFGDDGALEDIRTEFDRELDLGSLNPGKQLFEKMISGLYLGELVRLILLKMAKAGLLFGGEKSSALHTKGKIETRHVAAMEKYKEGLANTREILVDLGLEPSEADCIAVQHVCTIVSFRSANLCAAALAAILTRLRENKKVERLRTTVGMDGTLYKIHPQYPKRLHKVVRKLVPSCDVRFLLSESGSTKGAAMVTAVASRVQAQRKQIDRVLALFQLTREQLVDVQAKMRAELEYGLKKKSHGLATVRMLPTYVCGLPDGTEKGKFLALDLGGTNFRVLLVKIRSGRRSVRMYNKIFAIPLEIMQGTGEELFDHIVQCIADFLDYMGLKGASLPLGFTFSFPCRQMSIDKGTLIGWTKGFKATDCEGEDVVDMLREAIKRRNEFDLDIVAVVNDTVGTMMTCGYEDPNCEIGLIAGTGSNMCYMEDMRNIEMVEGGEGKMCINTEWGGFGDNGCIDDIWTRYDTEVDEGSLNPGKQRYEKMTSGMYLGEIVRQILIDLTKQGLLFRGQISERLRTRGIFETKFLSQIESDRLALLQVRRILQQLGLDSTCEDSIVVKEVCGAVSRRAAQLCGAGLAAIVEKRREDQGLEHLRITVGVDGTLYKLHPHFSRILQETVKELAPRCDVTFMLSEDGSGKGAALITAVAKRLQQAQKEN
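test system = in-house recombinant HK5 (HKDC1) enzyme | amount = HKDC1 at 5 µg/mL | control set = DMSO-enzyme wells negative, buffer-substituted wells positive | compound = one dose of 20 µM, 1% DMSO | schedule = reaction time 90 min, room temperature, protected from light | technique = resorufin fluorescence at 613 nm | reagent = glucose with 1 mM ATP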
APOBEC3A inh – human APOBEC3A DNA deaminase inhibition | P31941 | recombinant A3A, FAM/TAMRA ssDNA deamination fluorescence | AID 493011 | inhibition, % at 20 µM | 330,000 tested, 0.41% active;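 active = at least 40% inhibition at 20 µM here, with at most 30% in a related deaminase screen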;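 also: plate controls were A3A with DMSO for no effect and wells lacking A3A enzyme for full effect; some results filed as inactive read as strong as hits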
Target sequence (P31941 whole entry, looked up): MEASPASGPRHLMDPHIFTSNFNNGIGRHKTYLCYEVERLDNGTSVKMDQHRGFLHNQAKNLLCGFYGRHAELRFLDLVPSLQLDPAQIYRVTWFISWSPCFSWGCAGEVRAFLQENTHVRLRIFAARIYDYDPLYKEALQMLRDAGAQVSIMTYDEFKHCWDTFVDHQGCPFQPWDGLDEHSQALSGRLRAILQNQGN
hIAP inh – blocks human intestinal alkaline phosphatase; P09923; purified IAP, CDP-Star luminescence, 30 min; inhibition, % at 10 µM; 330,000 tested, 0.12% active;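 active = inhibition reaching a set limit with compound at 10 µM in the primary screen, cut at about 35% in these data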;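 also: plate controls were DMSO wells with enzyme for no effect and no-enzyme buffer wells for full effect; values of inactives mirror those of a sister screen read the other way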
ATG4B inhibitor – ATG4B (human) cysteine protease inhibition. Q9Y4P1. ATG4B cleavage of LC3-PLA2, NBD-HPC fluorescence, 1 h. inhibition, % at 8.33 µM. 340,000 tested, 0.51% active. AID 504462; in the data active = inhibition above about 40%
mIAP block – blocks mouse intestinal alkaline phosphatase; 330,000 tested, 0.2% active; inhibition, % at 10 µM; AID 2806; purified mouse IAP, CDP-Star luminescence, 30 min;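 active = inhibition of at least 40% at 10 µM in the primary screen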;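 also: plate controls were DMSO with enzyme for no effect and no enzyme wells for full effect; values of inactives mirror those of a sister screen read the other way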
hIAP act – human IAP activation; purified human IAP, CDP-Star luminescence, 30 min; stronger effect = higher value; 1 = vehicle-only enzyme, 0 = enzyme-free background; activation factor at 10 µM; P09923; 330,000 tested, 0.16% active;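 active = activation factor of the enzyme at least 2-fold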; also: the source names both 10 and 20 µM as test concentration; values of inactives mirror those of a sister screen read the other way
Active calls of the source: *; / = not tested or not shown.

Results follow in this order: PfGluPho inh	mIAP act	HKDC1 inhibitor	APOBEC3A inh	hIAP inh	ATG4B inhibitor	mIAP block	hIAP act
1. CC(=O)N(C)c1ccc(NC(=O)Nc2ccccc2C)cc1
    -5	0.94	2	1	-13	2	6	1.1
2. Cc1ccc(S(=O)(=O)N/N=C2/CC(c3ccccc3)Oc3ccccc32)cc1 (stereo not given)
    -27	0.99	4	1	5	8	1	0.95
3. C=CCC(O)(CC=C)CNC(=O)c1ccc(OC)c(OC2CCN(C(C)=O)CC2)c1
    -13	1.1	-8	-5	-1	5	-6	1
4. Cn1c(=O)c(=O)n(C)c2cc(S(=O)(=O)NCCc3ccccc3)ccc21
    -18	0.99	-1	-1	6	-3	0	0.94
5. O=S(=O)(c1ccc(Oc2ccc(Cl)cc2)nc1)N1CCOCC1
    13	0.94	-5	-4	2	-5	6	0.97
6. N=c1c2c(-c3ccccc3)c(-c3ccccc3)n(Cc3ccco3)c2ncn1CCN1CCOCC1
    -3	1.1	-7	2	-6	-1	-11	1.1
7. C/C(=N\NC(=O)c1nn(C)cc1Br)c1cccc(NC(=O)c2ccncc2)c1
    2	0.93	10	-3	-46	-5	7	1.5
8. CNS(=O)(=O)c1ccc(C(=O)NCC(=O)NCCC(c2ccccc2)c2ccccc2)cc1
    -3	0.95	8	-4	-2	-20	5	1
9. CCOC(=O)C1CCN(C(=O)c2ccc(CNS(=O)(=O)c3ccc(OC)cc3)cc2)CC1
    20	1	2	-2	-2	-7	-3	1
10. COc1ccc(/C=N/OCC(=O)NCC(C)C)c(OC)c1
    -11	0.99	-6	2	4	-5	1	0.96
11. COc1cc(C(=O)NC2CCN(Cc3nnnn3Cc3cccs3)CC2)cc(OC)c1OC
    3	0.96	-6	-4	17	-11	4	0.83
12. COc1ccc(-c2sc3ccc(N4CCOCC4)cc3c2-c2ccc(OC)c(F)c2)cc1
    -4	0.96	0	-2	17	2	4	0.83
13. O=c1oc2ccccc2c(Nc2ccccc2)c1[N+](=O)[O-]
    -3	0.94	6	-3	-6	-1	6	1.1
14. O=C(/C=C/c1ccc(O)c(O)c1)c1ccccc1O
    -16	0.68	7	-5	70*	-12	32	0.3
15. O=C1C=C(c2cccc3c2sc2ccccc23)C[C@@H](c2ccc(F)cc2)C1
    1	0.95	-4	1	0	4	5	0.99
16. O=C(Nc1ccc2c(c1)OCCO2)C1CC1c1ccccc1 (stereo not given)
    16	1.1	7	-4	4	-6	-12	0.96
17. COC(CNC(=O)c1c[nH]c2ccc(S(=O)(=O)N(C)c3ccc(F)cc3)cc2c1=O)OC
    -7	0.93	8	0	-7	-16	7	1.1
18. CC(C)(C)C(=O)Nc1ccc(N2CCN(c3ccc(C(F)(F)F)cn3)CC2)nc1
    11	1.1	-4	-2	-8	-4	-8	1.1
19. Fc1ccc(-[n+]2nc(Nc3ccccc3)sc2-c2ccc(OCc3ccccc3)cc2)cc1
    23	1	-2	-1	2	-6	-4	0.97
20. CCC(C)NC(=O)c1ccc(NS(=O)(=O)c2ccc3[nH]c(=O)[nH]c3c2)cc1 (stereo not given)
    3	1	2	0	7	2	0	0.93
21. CN1c2ccc(C=O)c3c(C=O)ccc(c23)N(C)C1(C)C
    70*	0.92	36*	0	19	5	8	0.81
22. O=C(COC(=O)C(Cc1ccccc1)NC(=O)c1ccccc1)c1ccccc1 (stereo not given)
    6	1.1	-1	3	-18	11	-6	1.2
23. COc1ccc(/C=C(/NC(=O)c2ccccc2Cl)C(=O)O)cc1
    -4	1	-4	-2	-5	8	-1	1.1
24. CC(=O)N1CCCc2ccc(NS(=O)(=O)c3ccccc3)cc21
    2	0.96	-7	1	-3	3	4	1
25. O=C1CC(c2ccccc2)CC(O)=C1C=Nc1cccc(Cl)c1 (stereo not given)
    4	1.1	8	3	-6	6	-6	1.1
26. O=C(NNC(=O)c1cccc(Br)c1)Nc1ccc(Cl)cc1
    -10	0.94	-5	0	-18	10	6	1.2
27. Cc1nc(NC(=O)c2ccco2)sc1-c1csc(Nc2ccc(Cl)cc2)n1
    -1	0.8	3	2	-30	7	20	1.3
28. O=C(CN1C(=O)NC2(CCc3ccccc32)C1=O)Nc1ccc(N2CCOCC2)cc1 (stereo not given)
    -5	0.99	-4	-1	3	3	1	0.97
29. COc1ccc(N2CCOCC2)c(NC(=O)c2ccc(Br)o2)c1
    18	0.99	-1	0	-6	8	0	1.1
30. CS(=O)(=O)N(CCc1ccccc1)CC(=O)N1CCN(c2ccc(F)cc2)CC1
    5	1	-2	1	-9	-16	-5	1.1
31. O=C(O)c1cccc2c1C(=O)c1ccccc1C2=O
    -7	1	4	3	15	-5	0	0.85
32. COc1ccccc1NC(=O)C1CCCN(C(=O)Nc2ccc(F)cc2)C1 (stereo not given)
    13	0.9	-2	-2	2	-4	10	0.98
33. COc1cc(NC(=O)c2cc(C(C)C)on2)c(OC)cc1Cl
    20	0.91	0	-1	-2	0	9	1
34. O=S(=O)(c1cccc(-c2cn3cc(Cl)ccc3n2)c1)N1CCOCC1
    12	0.91	-11	-1	1	-4	9	0.99
35. O=C1c2cccc([N+](=O)[O-])c2C(=O)N1CCO
    -2	0.92	1	0	-47	-4	8	1.5
36. CCOc1ccccc1Nc1ncnc2ccccc12
    -9	1	-4	-2	-19	-10	-4	1.2
37. O=C(Nc1ccccc1)c1nc2ccccc2s1
    50	0.97	-5	-1	-12	1	3	1.1
38. COc1ccccc1NC(=S)N(CCCN1CCOCC1)Cc1ccccn1
    -3	1.1	-7	4	10	-12	-8	0.9
39. CC(Sc1ccc([N+](=O)[O-])cn1)C(=O)Nc1nccs1 (stereo not given)
    41	1	5	2	9	8	-4	0.91
40. COc1ccc(CN2CCNC(=O)C2CC(=O)N(C)CC2CCOCC2)c(F)c1 (stereo not given)
    12	1	1	-6	-16	-1	0	1.2
41. CC1(C(=O)CSc2n[nH]c(-c3ccccc3Cl)n2)CCC(=O)O1 (stereo not given)
    /	0.88	/	-1	3	/	12	0.97
42. CN(C)CCNC(=O)c1ccccc1-c1cc2ccccc2c(=O)o1
    1	0.96	0	2	-4	2	4	1
43. CC(=O)C1C(c2ccc(Cl)cc2)c2c(noc2C)CC1(C)O (stereo not given)
    8	0.95	-2	-1	3	2	5	0.97
44. COc1ccc(OCCC(=O)Nc2cc(C)on2)cc1
    2	0.9	0	-2	-17	-8	10	1.2
45. Cc1ccc(-c2nnn(CC(=O)N(Cc3cccs3)C(C(=O)NC3CCCCC3)c3ccco3)n2)o1 (stereo not given)
    -11	1.1	0	-1	6	-5	-14	0.94

An excerpt from above in order of their number in HKDC1 inhibitor, high to low:
entry	Structure	HKDC1 inhibitor
35	O=C1c2cccc([N+](=O)[O-])c2C(=O)N1CCO	1
33	COc1cc(NC(=O)c2cc(C(C)C)on2)c(OC)cc1Cl	0
37	O=C(Nc1ccccc1)c1nc2ccccc2s1	-5

(more compounds)
Results follow in this order: PfGluPho inh	mIAP act	HKDC1 inhibitor	APOBEC3A inh	hIAP inh	ATG4B inhibitor	mIAP block	hIAP act
46. COC(=O)c1cccc(C(=O)N2CCC(CO)(CCc3ccccc3)CC2)c1
    -4	1	1	-1	-4	12	-2	1
47. COc1ccc(-c2cc3nc(CCl)[nH]c(=O)c3s2)cc1
    1	1	26	-1	2	11	-1	0.98
48. c1ccc(Sc2nc(N3CCCCC3)nc(N3CCCCC3)n2)nc1
    -8	1.1	4	-3	6	19	-7	0.94
49. CCOc1ccccc1Nc1nnc(C)c(=O)[nH]1
    -2	0.98	-4	0	-24	-8	2	1.2
50. O=C(COc1ccccc1Cl)Nc1ccc2c(c1)OCCO2
    1	0.97	-6	3	-26	2	3	1.3
51. Cc1cc(C)c2nc(N3CCC(C(=O)NCCCN4CCCCC4)CC3)sc2c1
    5	1.1	-2	1	-4	-5	-6	1
52. CCOc1ccc(-n2c(=S)sc3c(=O)n(-c4ccccc4)c(SC)nc32)cc1
    -35	1	-1	-2	-2	-7	-1	1
53. COc1cc(C=O)ccc1Oc1nnnn1-c1ccc(C(N)=O)cc1
    -10	0.94	-5	0	13	4	6	0.87
54. N/C(=N\OC(=O)CCC1CCCC1)c1ccc(Br)cc1
    27	0.99	-2	-5	7	-3	1	0.93
55. Cc1cc(N)n(-c2ccccc2C)n1
    -3	1.2	-10	-5	-4	-3	-16	1
56. FCCCOc1ccc(/C=N/OCc2c(Cl)cccc2Cl)cc1
    7	0.89	2	-4	13	6	11	0.87
57. COc1cccc2sc(Nc3nnc(-c4ccc(F)cc4)o3)nc12
    29	0.85	-8	10	-58	-5	15	1.6
58. Cc1c(NC(=O)CC2CC(C)OC2=O)c(=O)n(-c2ccccc2)n1C (stereo not given)
    2	1	-4	-1	-16	18	-2	1.2
59. CCOc1ccc(-c2csc(NNC3=NCCCCC3)n2)cc1
    35	0.91	-12	-3	-18	-14	9	1.2
60. COc1ccc(S(=O)(=O)NC(CC(=O)NCc2ccc3c(c2)OCO3)c2ccco2)cc1 (stereo not given)
    -7	1	-3	-2	1	0	-3	0.99
61. CC(=O)CSc1nnc(-c2ccco2)n1-c1ccccc1
    -10	1	3	-1	-12	11	-1	1.1
62. COc1ccc(N(CC(=O)Nc2ccc(C)c(C)c2)S(=O)(=O)c2c(C)n[nH]c2C)cc1
    3	1.1	3	0	-4	-7	-14	1
63. Cc1cc(/C=c2/sc3nc4ccccc4n3c2=O)c(C)n1-c1ccccn1
    38	0.92	5	1	7	2	8	0.93
64. O=C(NC1CCCCCC1)C1c2ccccc2C(=O)N1CCCN1CCOCC1 (stereo not given)
    -5	1	-15	1	15	-11	-2	0.85
65. O=C(c1ccc(S(=O)(=O)N2CCOCC2)cc1)N1CCCc2ccccc21
    -25	0.91	-2	1	8	-2	9	0.92
66. CCC(C)[C@H](NC(=O)[C@H](Cc1ccccc1)n1c(=O)[nH]c2ccccc2c1=O)C(=O)N1CCC(C(=O)O)CC1 (stereo not given in full)
    -14	0.97	0	-5	0	-14	3	1
67. Cc1ccccc1NC(=O)c1ccno1
    -21	1.1	1	3	-9	2	-9	1.1
68. CCCCCCCCCCCCCCCC[N+](C)(C)CC
    7	1.2	4	6	-22	18	-24	1.2
69. Cc1ccc(CC(=O)N2CC(C)OC(C)C2)cc1 (stereo not given)
    0	1	0	-1	12	-6	-2	0.88
70. CCOc1ccc2nc(NCCNS(=O)(=O)c3ccccc3)c(C#N)cc2c1
    20	0.92	21	2	8	-15	8	0.92
71. CN1c2ccccc2C(=O)/C(=C\Nc2ncccn2)S1(=O)=O
    -1	1	-2	-4	3	7	-4	0.97
72. Cc1ccc(S(=O)(=O)N(CC(=O)NCCSCc2ccco2)c2cc(C)ccc2C)cc1
    15	1.2	3	-2	15	7	-25	0.85
73. NC(=O)Cn1c(=O)n(CCC(=O)NCCSCc2ccccc2)c(=O)c2ccccc21
    -1	0.97	-3	-3	7	-6	3	0.93
74. Cc1cccc2sc(NC(=O)CCNS(=O)(=O)c3cccc4nonc34)nc12
    -2	1	2	-5	-40	-31	0	1.4
75. O=C(OCc1cn(-c2ccc(Cl)c(Cl)c2)nn1)c1ccccc1
    2	1	-4	-1	-6	-3	-4	1.1
76. Cc1cccc(CC(=O)OCn2nnc3ccccc3c2=O)c1
    8	0.97	-2	-2	17	-5	3	0.83
77. CC1=C(C(=O)N2CCOCC2)C(c2ccccc2F)NC(=O)N1 (stereo not given)
    -9	0.95	-7	-2	-9	-2	5	1.1
78. CNS(=O)(=O)c1ccc(C(=O)NCC(=O)NCCc2ccc3c(c2)OCCO3)cc1
    1	1.1	2	3	-11	-4	-7	1.1
